# CIT2 TOR yeast: modulators of CIT2-GFP expression in yeast, primary screen, S. cerevisiae, GFP fusion, multiplex flow cytometry, MLPCN library. S. cerevisiae CIT2-GFP strain, 3 h; 100 means same as DMSO wells. GFP response vs DMSO, % at 10 µM. 320,000 tested, 0.065% active;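 active = GFP response relative to DMSO above a set limit, near the screen mean plus 3 SD, cut at about 150% in these data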;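 also: ratio of well median GFP fluorescence to mean of DMSO wells on the plate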
# AHR activator: AHR activators, primary screen, cell-based, luminescence, luciferase reporter, human; Aryl hydrocarbon receptor (Homo sapiens), P35869; AHR-responsive luciferase reporter cells; activation, % at 5 µM; 320,000 tested, 2.5% active; in the data active = activation above about 47%;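 also: 0% = vehicle wells and 100% = reference agonist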
# Target sequence (P35869 whole entry, looked up): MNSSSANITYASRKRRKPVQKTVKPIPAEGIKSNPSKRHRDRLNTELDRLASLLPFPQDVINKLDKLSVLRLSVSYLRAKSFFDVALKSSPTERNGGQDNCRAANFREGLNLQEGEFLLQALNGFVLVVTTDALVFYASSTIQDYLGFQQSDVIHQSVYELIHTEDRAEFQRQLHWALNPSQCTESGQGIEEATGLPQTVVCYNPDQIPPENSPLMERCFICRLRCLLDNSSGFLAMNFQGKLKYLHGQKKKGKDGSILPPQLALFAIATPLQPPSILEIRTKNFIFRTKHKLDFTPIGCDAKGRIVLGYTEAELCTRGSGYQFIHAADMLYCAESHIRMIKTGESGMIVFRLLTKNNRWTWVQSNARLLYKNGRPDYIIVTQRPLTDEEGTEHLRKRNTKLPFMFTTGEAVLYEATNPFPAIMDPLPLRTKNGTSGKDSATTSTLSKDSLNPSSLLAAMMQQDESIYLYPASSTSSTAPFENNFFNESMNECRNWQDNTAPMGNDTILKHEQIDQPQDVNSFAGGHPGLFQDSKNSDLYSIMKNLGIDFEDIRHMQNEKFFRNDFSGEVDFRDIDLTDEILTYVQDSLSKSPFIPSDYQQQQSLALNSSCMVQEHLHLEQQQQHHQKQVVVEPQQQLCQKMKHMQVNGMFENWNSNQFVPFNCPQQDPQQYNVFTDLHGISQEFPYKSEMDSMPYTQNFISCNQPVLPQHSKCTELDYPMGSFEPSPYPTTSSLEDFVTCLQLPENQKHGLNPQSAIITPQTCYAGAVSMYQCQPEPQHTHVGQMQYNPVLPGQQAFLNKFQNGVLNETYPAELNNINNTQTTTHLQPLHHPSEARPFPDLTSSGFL
# Efflux pump mplx: inhibitors of Candida efflux pumps in yeast, primary screen, S. cerevisiae, Nile Red, multiplex. S. cerevisiae Candida pump triplex. inhibition, % at 10 µM. 330,000 tested, 0.44% active. AID 485275, 2010;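 active = plate passing quality check with inhibition over a set limit, or well fluorescence over plate mean plus 4 SD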;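 also: Nile Red retained in pooled yeast measured as flow cytometry median fluorescence; 0% = buffer negative control and 100% = Enniatin B positive control; higher means more Nile Red kept so more efflux inhibition; some compounds called inactive have numbers as strong as hits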
# LAP4-GFP MLPCN: modulators of LAP4-GFP expression in yeast, primary screen, S. cerevisiae, multiplex flow cytometry, MLPCN library; GFP response vs DMSO, % at 10 µM; 320,000 tested, 0.34% active; 3 h; median GFP as percent of DMSO wells; AID 2023, 2009;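 active = GFP response vs DMSO above a set limit, about the screen mean plus 3 SD, cut at about 150% in these data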
# Yeast superoxide: reduction of superoxide in aged yeast, primary screen, HTS | S. cerevisiae aged cells, superoxide DHE fluorescence; active compounds read low | superoxide response (% of plate mean), % at 10 µM | 330,000 tested, 0.18% active | AID 2690, 2010;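 active = superoxide response under a set limit, about three screen SD below normal, cut at about 65% in these data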;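 also: yeast aged for seven days with compound at 30 °C before DHE staining; 100% = average MFI of all compound-treated wells on the plate with controls excluded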
# AGP1-GFP MLPCN: modulators of AGP1-GFP expression in yeast TOR pathway, primary screen, cell-based, multiplex flow cytometry, S. cerevisiae, MLPCN library; 3 h; GFP as percent of DMSO wells; AID 2066, 2009; 320,000 tested, 0.02% active; GFP response vs DMSO, % at 10 µM;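 active = GFP response relative to DMSO above a set limit, near screen average plus 3 SD, cut at about 150% in these data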;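 also: median GFP channel fluorescence of the gated AGP1 strain per well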
# MEP2 TOR yeast: modulators of MEP2-GFP levels in yeast, primary screen, S. cerevisiae, multiplex flow cytometry, MLPCN library; S. cerevisiae MEP2-GFP strain, 3 h; 100% = DMSO control level; GFP response vs DMSO, % at 10 µM; 330,000 tested, 0.51% active; AID 2016, 2009;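 active = GFP response versus DMSO above a set limit, roughly screen mean plus 3 SD, cut at about 180% in these data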;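 also: median GFP fluorescence of the barcode-gated MEP2-GFP cells per well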
# RPL19A TOR yeast: RPL19A-GFP expression modulators in yeast, primary screen, cell-based, S. cerevisiae, multiplex flow cytometry, MLPCN; S. cerevisiae RPL19A-GFP strain, 3 h; active compounds read low; percent response vs DMSO, % at 10 µM; 330,000 tested, 0.3% active;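 active = percent response vs DMSO below 50%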;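 also: median channel GFP fluorescence of the barcoded RPL19A-GFP strain; ratio of sample median GFP to plate DMSO average so 100% = DMSO; lower means less RPL19A-GFP as with rapamycin TOR inhibition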
# * hit, by the source's call; . = not tested or not shown.
No.	Structure	CIT2 TOR yeast	AHR activator	Efflux pump mplx	LAP4-GFP MLPCN	Yeast superoxide	AGP1-GFP MLPCN	MEP2 TOR yeast	RPL19A TOR yeast
1	C[C@H](NC(=O)OCc1ccccc1)C(=O)NNC(=O)[C@H](Cc1ccccc1)NC(=O)OC(C)(C)C	108.5	1.8	0.1	131.5	102.7	93.0	95.5	108.3
2	Cc1cccc(S(=O)(=O)CC(=O)Nc2nc(-c3ccccc3)cs2)c1	105.4	0.0	0.2	100.2	116.1	107.9	104.0	104.2
3	Nc1nc(N)nc(-c2cc(F)ccc2O)n1	94.5	24.7	0.0	109.7	96.8	108.7	103.5	101.6
4	Cc1ccc(OCC(=O)c2c[nH]c3ccccc23)c([N+](=O)[O-])n1	95.0	45.2	0.0	94.5	103.2	92.2	97.4	93.5
5	FC(F)(F)c1cccc(-c2noc(CN3CCOCC3)n2)c1	.	1.4	0.1	91.9	95.6	100.5	101.8	99.7
6	Cc1c(C(=O)Nc2ccccc2F)sc2ncn(CC(=O)N3CCCCC3)c(=O)c12	105.0	7.3	0.1	94.5	107.8	99.2	95.0	94.7
7	Cc1ccccc1CC1(CO)CCCN(Cc2ccc3c(c2)OCCO3)C1 (stereo not drawn)	101.8	-0.3	0.1	100.7	99.7	105.0	107.4	100.8
8	COC(=O)c1ccc(CNC(=O)CNC(=O)c2sc3ccccc3c2Cl)cc1	85.8	0.3	0.0	81.4	108.6	100.0	82.6	93.0
9	CCOc1ccccc1OCCOCCOc1c(Cl)cccc1Cl	99.2	20.9	-0.1	89.9	100.3	96.5	96.5	99.9
10	O=C(Nc1nnc(-c2ccccc2)s1)c1cc(S(=O)(=O)N2CCOCC2)c(Cl)cc1Cl	103.5	-0.5	-0.1	93.5	102.8	110.9	110.3	103.5
11	Cc1cc(/C=N/n2cnnc2)c(C)n1-c1ccc(OCc2ccc(Cl)cc2)cc1	101.8	-10.7	0.2	93.5	111.3	91.7	91.1	92.8
12	CCOC(=O)c1c(NC(=O)CSc2nc3ccccc3o2)sc(C)c1C	95.3	3.0	0.0	98.4	91.2	98.1	94.8	97.4
13	O=C(CN1CCC(Cc2ccccc2)CC1)NC(=O)NC1CCCCC1	92.4	-1.9	0.1	113.5	97.9	100.7	94.0	98.0
14	CC(C)Sc1nc2c(c(=O)[nH]c(=O)n2C)n1Cc1ccccc1	103.8	3.2	-0.1	102.0	100.3	104.1	104.9	101.0
15	CCN(CC)CCNc1nc2c(c(=O)n(C)c(=O)n2C)n1C/C=C(/C)Cl	96.2	0.1	0.2	100.8	92.9	99.0	100.6	100.9
16	CCn1c(SCC(=O)Nc2nc(C)c(C(=O)OC)s2)nnc1C(C)C	89.9	5.2	0.0	94.4	105.6	101.4	100.1	100.9
17	CCCC(CCC(=O)Nc1nccs1)C(=O)O (stereo not drawn)	98.4	-0.8	0.0	104.5	95.2	95.0	94.8	93.4
18	COC(=O)C1(c2ccccc2)NC(c2cccs2)C2C(=O)N(C)C(=O)C21 (stereo not drawn)	94.4	-0.7	-0.1	.	117.7	106.5	99.8	98.6
19	COc1cccc(CNC(=O)CCS(=O)(=O)c2ccc3c(c2)oc(=O)n3C)c1	98.3	1.3	0.2	92.8	74.6	96.8	105.3	96.7
20	O=C1/C(=C/c2ccc(F)cc2)SC(=S)N1Nc1ncc(C(F)(F)F)cc1Cl	99.9	0.4	0.0	95.3	94.4	98.7	99.2	99.1
21	Cc1onc(-c2c(Cl)cccc2Cl)c1COC(=O)c1ccc(Cl)cc1[N+](=O)[O-]	91.5	-3.4	0.1	106.2	91.2	104.4	99.0	97.5
22	CC1CCCN(C(=S)Nc2ccc(S(=O)(=O)N3CCCCC3)cc2)C1 (stereo not drawn)	90.0	0.6	-0.1	102.6	97.5	103.5	94.6	94.9
23	Nc1nnc(SCC(=O)NC2CCCc3ccccc32)s1 (stereo not drawn)	89.5	1.6	-0.1	109.6	117.5	106.1	106.5	104.6
24	COc1ccc(Cc2nc3ccc(C(=O)NCCc4ccccn4)cc3o2)cc1OC	96.3	-0.6	-0.1	104.0	111.2	101.2	103.1	103.2
25	CCOC(=O)CSC1=C(C#N)C(c2ccc(C)o2)CC(=O)N1 (stereo not drawn)	99.0	7.0	-0.1	104.6	92.3	106.3	102.3	96.1
26	CC(C)(C)c1ccc(C(=O)NCCC(=O)NCc2ccco2)cc1	117.0	3.7	0.2	104.7	107.2	112.8	109.9	.
27	CCCCn1c(N)c(N(CCOC)C(=O)c2cc(-c3ccc(F)cc3)nc3ccccc23)c(=O)[nH]c1=O	85.3	1.1	0.1	94.2	100.0	91.7	93.1	90.5
28	O=C(O)c1ccc(-n2nnnc2SCc2ccccc2Br)cc1	94.9	-0.6	-0.3	117.8	135.7	100.4	111.2	104.4
29	CCN1CCN(/C=N/c2nc(C)cs2)CC1	65.7	6.9	0.0	124.6	89.3	73.4	93.0	95.5
30	O=C(O)CN(Cc1ccccc1)S(=O)(=O)c1ccc(F)cc1	93.8	0.0	0.0	99.4	109.7	86.6	95.3	99.7
31	O=C(C1=COCCO1)N(Cc1nnc(-c2ccc(Cl)cc2)o1)C1CC1	93.2	4.4	-0.1	110.2	95.5	102.8	92.8	96.9
32	CC(C)C(O)(C#CCN1CCCCC1)c1ccccc1 (stereo not drawn)	104.6	3.0	1.2	93.4	86.6	96.5	97.8	94.0
33	COc1ccccc1NC(=O)CN1CCN(c2ccccc2OC)CC1	101.2	1.2	0.1	106.5	101.9	103.2	110.2	106.4
34	CCn1cc(C(=O)NC(=S)Nc2cccc(O)c2)cn1	99.9	16.3	-0.2	100.3	90.1	99.0	104.4	93.7
35	N#Cc1ccc(C23CC4CC(CC(C4)C2)C3)[nH]c1=O	105.7	-0.8	-0.4	99.6	106.3	102.7	98.9	98.9
36	CC(C)(C)C1CCC(=NNC(=O)CN(c2ccccc2)S(C)(=O)=O)CC1 (stereo not drawn)	105.0	6.5	0.0	100.7	94.0	104.5	102.5	108.8
37	NC(=S)Nc1ccccc1Br	96.5	0.2	-0.1	107.9	110.3	113.0	95.4	97.2
38	COc1ccc(CCNC(=O)C(=O)NCC2OCCN2S(=O)(=O)c2cc(F)ccc2F)cc1OC (stereo not drawn)	97.2	2.4	-0.1	102.9	93.3	99.9	102.5	99.6
39	CCc1ccc[n+](-c2nc([O-])sc2C=O)c1	102.2	1.6	-0.1	106.8	103.7	110.3	100.8	101.2
40	COc1ccc(CS(=O)(=O)c2nc(C)cc(C)c2S(C)(=O)=O)cc1	88.4	-2.3	0.1	105.3	120.8	101.4	91.6	94.0
41	CCC1CCC2(CC1)NC(=O)N(CC(=O)N1CCc3ccccc31)C2=O (stereo not drawn)	105.1	6.2	0.0	95.3	108.8	101.5	108.0	100.5
42	CC(=O)Nc1ccc2c(c1)OCCOCCOc1cc(NC(C)=O)ccc1OCCO2	99.6	3.0	0.0	105.8	102.9	99.5	96.6	95.9
43	CCc1cccc(N(C(=O)c2csnn2)C(C(=O)NC2CCCCC2)c2ccncc2)c1 (stereo not drawn)	110.0	-0.4	0.0	99.3	107.9	99.2	102.4	102.0
44	O=C1CC(C2CCCO2)C(=O)N1Cc1ccccc1 (stereo not drawn)	92.4	-0.8	0.0	85.4	103.2	99.2	96.5	95.5
45	COc1c(Cl)cc(Cl)cc1C(=O)Nc1ccccc1N1CCN(C(C)=O)CC1	109.1	0.7	-0.1	100.9	108.4	111.2	104.2	105.7
46	COc1ccccc1N1CCN(C(=O)CSc2ncnc3c2cnn3-c2ccc(C)c(C)c2)CC1	102.0	-1.9	0.1	101.6	103.8	96.8	98.9	99.4
47	CCC(C)C(NC(=O)OC(C)(C)C)C(=O)NC(C(=O)NC(C)C(N)=O)C(C)C (stereo not drawn)	93.6	0.6	0.1	96.3	94.6	90.5	92.7	93.6
48	O=C(c1cc(-c2ccncc2)nc2ccc(Cl)cc12)N1CCN(C(=O)C2CCCO2)CC1 (stereo not drawn)	105.7	14.6	0.0	100.1	104.7	99.7	105.0	98.7
49	N#CCC(=O)NCC1(c2ccccc2)CCCC1	92.1	-4.2	0.0	96.8	115.8	104.3	97.8	100.0
50	FC(F)(F)c1ccccc1-n1c(CN2CCCCC2)n[nH]c1=S	89.4	3.5	-0.1	104.1	103.1	99.4	98.8	99.5

# New compounds follow.
No.	Structure	CIT2 TOR yeast	AHR activator	Efflux pump mplx	LAP4-GFP MLPCN	Yeast superoxide	AGP1-GFP MLPCN	MEP2 TOR yeast	RPL19A TOR yeast
51	Fc1ccc(C2=Nn3c(nnc3-c3ccco3)SC2)cc1	102.6	-1.5	0.0	97.8	96.6	101.7	90.6	96.3
52	O=C(COc1ccc(S(=O)(=O)N2CCCC2)cc1Cl)Nc1ccc2c(c1)OCO2	105.6	1.6	-0.2	101.3	101.9	107.8	107.6	102.9
53	CCOC(=O)c1sc(/N=C/C2=C(O)CC(C)(C)CC2=O)c(C(=O)OCC)c1C	80.5	-1.8	0.1	112.3	100.3	89.6	95.0	99.1
54	CC1(C)CC(=O)C=C(NCc2cccs2)C1	76.8	-0.4	0.0	84.5	114.6	94.5	95.1	86.6
55	CCOC(=O)Cc1ccc(NS(=O)(=O)c2ccc(SC)cc2)cc1	97.5	1.8	0.0	117.7	95.6	95.6	100.3	97.5
56	N#Cc1ccccc1N=Cc1ccc(Br)cc1	97.2	12.2	0.1	86.7	97.6	96.1	96.9	95.2
57	CC1CCCCN1C(=O)c1cc(F)c(F)cc1Cl (stereo not drawn)	95.6	0.9	0.0	102.5	110.8	101.1	101.6	103.4
58	COc1ccc(OC)c(NC(=O)C2CC(=O)n3ncnc3N2)c1 (stereo not drawn)	108.1	-1.5	0.0	100.0	102.1	101.6	98.9	97.3
59	CN(CC(=O)Nc1ccccc1Cl)CC(=O)Nc1ccccc1[N+](=O)[O-]	98.8	4.5	0.1	106.9	125.4	106.1	104.1	96.9
60	C[C@]12CC[C@@H]3c4ccc(O)cc4[C@@H](O)C[C@H]3[C@@H]1CC[C@@H]2O	85.9	0.6	0.0	96.8	95.5	89.4	101.0	96.4
61	Cc1nc(-c2nnc(SCC(=O)Nc3ccc(Cl)cc3)n2C)cs1	91.6	-3.3	0.3	103.8	93.4	99.3	104.8	99.2
62	Nc1ncnc2c1ncn2CCc1ccccc1	93.2	1.7	-0.1	92.6	114.3	99.5	105.4	102.1
63	Cc1ccc(-c2cc(C(F)F)n3ncc(C(=O)N4CCc5ccccc54)c3n2)cc1	92.1	3.1	0.2	92.4	120.4	99.0	100.1	96.7
64	O=c1cc(CN2CCN(c3ccccc3F)CC2)c2cc3c(cc2o1)CCCC3	99.8	0.1	0.0	105.7	86.9	.	104.2	99.1
65	N#C/C(=C/c1ccccc1[N+](=O)[O-])c1nnc2n1CCCCC2	88.4	-0.7	0.0	111.0	105.5	98.2	94.2	94.7

# Among those listed so far, three have a CF3 group.
No.	Structure	CIT2 TOR yeast	AHR activator	Efflux pump mplx	LAP4-GFP MLPCN	Yeast superoxide	AGP1-GFP MLPCN	MEP2 TOR yeast	RPL19A TOR yeast
5	FC(F)(F)c1cccc(-c2noc(CN3CCOCC3)n2)c1	.	1.4	0.1	91.9	95.6	100.5	101.8	99.7
20	O=C1/C(=C/c2ccc(F)cc2)SC(=S)N1Nc1ncc(C(F)(F)F)cc1Cl	99.9	0.4	0.0	95.3	94.4	98.7	99.2	99.1
50	FC(F)(F)c1ccccc1-n1c(CN2CCCCC2)n[nH]c1=S	89.4	3.5	-0.1	104.1	103.1	99.4	98.8	99.5
